Screens: PubChem, several laboratories
Runt-SMMHC FRET – inhibitors of human RUNX1 Runt domain binding to CBFb-SMMHC; Q01196+Q13951; Cerulean-Runt/Venus-CBFb-SMMHC FRET ratio 530/480, 1 h; inhibition, % at 20 µM; 220,000 tested, 0.74% active; AID 1434;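 active means mean inhibition across duplicate retests at 20 µM reaching about 50%, limit read from the data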;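 further: 0% = DMSO wells and 100% = wells with excess untagged CBFb-SMMHC; inhibitors lower the FRET ratio by blocking Runt binding to CBFb-SMMHC; some results filed as inactive read as strong as hits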
NPY-Y1 antag – antagonists of human neuropeptide Y receptor Y1; P25929; HEK293-CNG Y1 cells, membrane potential fluorescence; NPY at EC95, then isoproterenol; inhibition, % at 3.6 µM; 200,000 tested, 1% active;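 active means inhibition above the campaign mean inhibition of all tested compounds plus 3 SD, cut at about 20% in these data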;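 further: 0% = DMSO wells given NPY plus isoproterenol and 100% = isoproterenol alone without NPY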
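Material: HEK293 Y1/CNG channel cell line; also added: NPY (25 nM), isoproterenol (1 µM), Ro 20-1724 (25 µM); doses: one concentration, 3.6 µM, in 0.4% DMSO; schedule: compound incubation 1 h at room temperature, readout 45 min post-stimulation; technique: membrane potential fluorescence; measure: fluorescence ratio normalized to % inhibition between controls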
Runt-CBFb FRET – Runt domain-CBFb interaction inhibition; Q01196+Q13951; inhibition, % at 20 µM; 220,000 tested, 0.46% active; Cerulean-Runt/Venus-CBFb FRET ratio 530/480, 1 h; AID 1496;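 active means inhibition over about 50% at 20 µM in the single-dose screen, limit read from the data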;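 further: 0% = DMSO wells and 100% = excess unlabeled CBFb competitor control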
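Assay system: Cerulean-Runt domain / Medium: Tris 50 mM pH 7.5, KCl, K2SO4, 0.01% BSA / Timing: protein complex preformed 1 h, compound exposure 1 h, room temperature, dark / Measured by: FRET, excitation 422 nm, emission at 530 and 480 nm / Evaluation: loss of energy transfer signal / Control set: 5 µM unlabeled CBFb as full-inhibition high control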
p97 ATPase inh – inhibitors of human p97 ATPase; recombinant p97 ATPase, Kinase-Glo ATP luminescence, 3 h; inhibition, % at 8 µM; AID 1481; 220,000 tested, 0.42% active; P55072; in the data active means inhibition above about 15%;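 further: 0% = DMSO vehicle and 100% = wells lacking enzyme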
Hck Nef HTS – human Hck-Nef kinase inhibition; P08631; Recombinant Hck-YEEI plus Nef, Z-Lyte FRET kinase assay; inhibition, % at 20 µM; 220,000 tested, 0.68% active; AID 463187;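 active means Hck-Nef kinase inhibition above about 50%, limit read from the data; inactive means inhibition below that limit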;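 further: 0% = DMSO with Hck plus Nef and 100% = Hck alone without Nef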
Target sequence (P08631 whole entry, looked up): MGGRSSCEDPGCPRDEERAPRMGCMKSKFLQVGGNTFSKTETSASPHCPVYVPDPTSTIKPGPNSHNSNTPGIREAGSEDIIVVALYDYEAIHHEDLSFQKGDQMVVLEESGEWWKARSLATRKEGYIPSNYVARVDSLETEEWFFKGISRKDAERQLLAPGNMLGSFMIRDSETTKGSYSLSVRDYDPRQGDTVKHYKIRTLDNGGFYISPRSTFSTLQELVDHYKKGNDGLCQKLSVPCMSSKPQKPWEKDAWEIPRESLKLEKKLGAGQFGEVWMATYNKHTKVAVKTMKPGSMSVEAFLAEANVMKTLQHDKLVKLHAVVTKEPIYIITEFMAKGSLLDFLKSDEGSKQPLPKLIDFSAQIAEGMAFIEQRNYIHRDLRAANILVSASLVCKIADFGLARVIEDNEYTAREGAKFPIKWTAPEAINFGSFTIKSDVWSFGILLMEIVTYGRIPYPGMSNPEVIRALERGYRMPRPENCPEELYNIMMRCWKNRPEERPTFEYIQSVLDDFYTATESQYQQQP
NPY1 pot ag – human NPY-Y1 potentiation or agonism, primary screen; 220,000 tested, 0.37% active; activation, % at 3.6 µM; AID 1304; NPY-Y1 expressing cells, potentiator/agonist activation; in the data active means activation above about 33%, passing the limit was not always enough;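 further: cells stimulated with NPY at EC10 then isoproterenol at EC100; 0% = low agonist plus stimulus and 100% = saturating agonist plus stimulus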
Mdm2 ligase inh – inhibitors of human Mdm2 E3 ubiquitin ligase; cell-based MDM2 ubiquitination luciferase reporter, 2 h; 0 = plate control, 100 = twice control, blank-subtracted; signal enhancement, % at 5 µM; 210,000 tested, 0.11% active; AID 1230;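 active means signal enhancement of 30% or more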;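 further: luminescence tracks abundance of the self-degrading MDM2-luciferase fusion protein; higher signal means inhibition of MDM2 E3 ligase activity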
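Test system: stable mammalian line carrying autodegrading MDM2–luciferase fusion reporter; quantity: 2000 cells in each well; times: 4 h cell settling then 2 h compound exposure, 37 °C; detection: luminescence with SteadyLite reagent, 15 min at room temperature; evaluation: percent signal gain over controls, blank-subtracted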
NPY-Y2 PAM-ag – human NPY-Y2 potentiation or agonism, primary screen; P49146; cells expressing NPY-Y2, potentiator/agonist read-out; activation, % at 3.6 µM; 220,000 tested, 0.45% active; in the data active means activation above about 27%;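 further: cells stimulated with NPY near EC25 plus isoproterenol at EC100; 0% = vehicle plus submaximal agonist and 100% = vehicle plus saturating agonist; some results beyond the cut were filed as inactive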
Target sequence (P49146 whole entry, looked up): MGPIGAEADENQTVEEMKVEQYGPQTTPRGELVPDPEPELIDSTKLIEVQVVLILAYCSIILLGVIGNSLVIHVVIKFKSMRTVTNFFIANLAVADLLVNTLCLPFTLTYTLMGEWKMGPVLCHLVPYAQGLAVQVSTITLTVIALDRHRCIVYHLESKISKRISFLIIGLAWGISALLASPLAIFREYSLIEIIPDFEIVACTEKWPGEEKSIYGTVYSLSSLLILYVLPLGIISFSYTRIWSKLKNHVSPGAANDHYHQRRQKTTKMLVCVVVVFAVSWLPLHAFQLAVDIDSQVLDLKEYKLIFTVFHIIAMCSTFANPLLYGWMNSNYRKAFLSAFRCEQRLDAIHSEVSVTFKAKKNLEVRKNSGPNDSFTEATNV
RBBP9 inh – human RBBP9 hydrolase inhibition; AID 1515; 220,000 tested, 0.2% active; recombinant RBBP9, FP-Rh probe fluorescence polarization; inhibition, % at 7.94 µM;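 active means inhibition above the campaign mean of all tested compounds plus 3 SD, cut at about 14% in these data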;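 further: plate controls were DMSO wells with RBBP9 for no effect and wells lacking RBBP9 protein for full effect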
Target sequence (O75884 whole entry, looked up): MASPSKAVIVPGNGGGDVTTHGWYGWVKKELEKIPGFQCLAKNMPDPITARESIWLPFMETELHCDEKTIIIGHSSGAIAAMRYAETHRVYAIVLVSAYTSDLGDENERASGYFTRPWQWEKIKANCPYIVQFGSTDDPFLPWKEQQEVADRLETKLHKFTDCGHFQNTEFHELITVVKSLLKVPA
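Test system: recombinant human RBBP9; Timing: 30 min then 45 min, 25 °C; Detection: fluorescence polarization; Control set: RBBP9 with DMSO as uninhibited control, no-protein wells as full inhibition; Compound dosing: one concentration, 7.94 µM nominal, 0.794% DMSO; Probe or stimulus: FP-Rh activity-based probe, 375 nM before mixing.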
Starred values were filed as active, the others as inactive; . = not tested or not shown.

SMILES	Runt-SMMHC FRET	NPY-Y1 antag	Runt-CBFb FRET	p97 ATPase inh	Hck Nef HTS	NPY1 pot ag	Mdm2 ligase inh	NPY-Y2 PAM-ag	RBBP9 inh
CC1N(C)c2cc(NC(=O)c3cccs3)c(P(=O)(Nc3ccc([N+](=O)[O-])cc3)N3CCOCC3)cc2C1(C)C (centres undefined)	3	-8	-4	9	22	3	-21	11	-8
Cc1ccc(-c2nnn(CC(=O)N(c3ccccc3)C(C(=O)NC(C)(C)C)c3cccs3)n2)o1 (centres undefined)	-1	-2	1	-4	8	-5	-1	-10	-10
S=c1[nH]c2ccc(Cl)cc2s1	8	.	26	2	-9	-6	-4	-21	-8
O=C(CNc1ccccc1)NN=C1CCCC1	2	3	1	2	28	-3	0	-14	2
Cc1ccc(C(=O)O/N=C(\N)c2ccc(Br)cc2)cc1C	6	6	2	1	-1	3	-17	-5	-2
CCc1ccc(-c2cn3c(n2)SCC3)cc1	4	-3	3	3	0	-3	-18	-8	-3
COc1ccc(CC(NC(C)=O)C(=O)NC2CCN(c3nnnn3-c3ccccc3)CC2)cc1OC (centres undefined)	.	-2	.	7	24	7	-13	-4	0
COc1ccc(/C(O)=C2/C(=O)C(=O)N(Cc3ccco3)C2c2cccs2)cc1 (centres undefined)	0	0	.	-1	0	9	-12	14	-9
Cc1ccc(S(=O)(=O)N2CCN(S(=O)(=O)N3CCCCCC3)CC2)cc1	-9	-4	0	6	4	-6	-2	-12	-6
Cc1ccc(-n2c(=S)[nH]c3sc4c(c3c2=O)CCc2ccccc2-4)cc1	5	2	13	4	1	7	-13	-7	2
COC(=O)c1ccc(/C=N/NC(=O)CCSc2nc3ccccc3s2)cc1	-2	2	-4	3	-10	6	-5	2	1
Cc1ccc(Cn2c(NC(=O)c3ccco3)nc3ccccc32)cc1	-2	24*	-3	-5	2	-71	-6	-18	-2
CCNC(=S)/C(=C(/[O-])c1ccc([N+](=O)[O-])cc1)[n+]1ccccc1	-4	.	12	10	11	31	-7	-5	10
Cc1ccc(N=Cc2c(O)[nH]c3ccccc23)c([N+](=O)[O-])c1	2	1	-2	-3	21	-28	-2	-5	-5
CC(C)c1ccc(NC(=O)C(c2ccc3c(c2)OCO3)N2CCN(C(=O)c3ccco3)CC2)cc1 (centres undefined)	-15	-1	-9	10	-2	10	-8	-4	-11
COc1ccc(C(O)c2nc3ccccc3n2C(C)C)cc1 (centres undefined)	4	.	1	-2	23	10	.	-8	2
Cc1cc(=O)oc2cc(NC(=O)C3CCCC3)ccc12	2	2	1	-1	6	28	-7	-1	-2
CCCOc1ccc([N+](=O)[O-])cc1C1NC(=S)NC(c2ccccc2)=C1C(=O)OCC (centres undefined)	4	1	0	-7	0	-15	-10	-3	-6
CN1CCN(C(=O)c2ccc3nc(-c4ccccc4)c(-c4ccccc4)nc3c2)CC1	-6	1	2	0	3	14	-6	4	-3
NNC(=S)NCc1ccc2c(c1)OCO2	6	14	-1	5	2	-30	-14	-12	-4
COc1cccc(CN2CCN(Cc3cccc4nonc34)CC2CCO)c1 (centres undefined)	2	-2	-1	-3	12	-1	-10	-3	2
CCOC(=O)CN(C(=O)COc1nc(-c2ccccc2)cc(C)c1C#N)c1ccc(F)cc1	-8	.	0	3	0	-29	-4	-17	-6
CCOC(=O)COc1ccc2c(C)cc(=O)oc2c1C(=O)c1ccccc1	0	-1	-3	2	16	16	-2	4	-1
CC1=CSC2=NC(C(F)(F)F)(C(F)(F)F)NC(=O)N12	-4	.	2	0	11	11	-11	-1	-7
CCn1c(SCC(=O)N/N=C(/C)c2ccncc2)nc2ccccc21	-4	.	2	5	11	9	-4	-17	-4
SMILES	Runt-SMMHC FRET	NPY-Y1 antag	Runt-CBFb FRET	p97 ATPase inh	Hck Nef HTS	NPY1 pot ag	Mdm2 ligase inh	NPY-Y2 PAM-ag	RBBP9 inh
c1ccc(CSc2nnc(-c3cccnc3)o2)cc1	-10	0	-2	-8	-8	5	.	-3	-11
O=C1c2ccccc2C(=O)N1CCN1CCc2ccccc21	2	-2	-2	0	1	7	-2	-4	17*
Fc1ccc(CNC(=S)NC2CCCCCC2)cc1	6	-3	0	3	12	-11	-4	11	4
Cc1nn(-c2ccccc2)c(N)c1N=Nc1ccc2ccccc2c1	-2	-2	-7	4	4	6	-10	-4	-2
CN1C2C=C3C(C#N)=C(N)C(C#N)(C#N)[C@@H](c4cccs4)C3C1CC2 (some centres undefined)	-13	-3	-2	4	10	0	-11	4	10
Cc1ccc(CNC(=O)C23CN(Cc4ccccc4)CC2C(c2ccc([N+](=O)[O-])cc2)=NO3)cc1 (centres undefined)	4	1	12	-5	-2	0	-11	-24	-12
O=C(COC(=O)CCCNC(=O)c1ccc(Cl)cc1)Nc1ccc(Br)cc1	2	0	-3	5	2	3	5	15	7
CCNc1nc(NCc2ccccc2)nc(Oc2ccc(=O)[nH]n2)n1	1	2	-3	4	1	3	-9	-5	-6
COc1ccc(C2=NOC(C(=O)NCCCN3CCOCC3)C2)cc1 (centres undefined)	-1	-3	-1	3	-1	-8	1	1	-7
O=C(O)c1ccccc1C(=O)Nc1ccccn1	-1	-10	1	4	1	-3	-2	-1	0
O=C(CSc1nnc(CCCN2C(=O)c3cccc4cccc(c34)C2=O)n1-c1ccccc1)NCCCO	-2	-4	-1	3	3	8	10	5	-3
Cc1cc(C)cc(NC(=O)CSc2nncn2-c2ccccn2)c1	1	1	2	-2	19	4	-15	3	-3
COC(=O)c1ccccc1NC1c2ccccc2C(=O)N1c1cccnc1 (centres undefined)	0	2	0	-2	-2	-3	-3	11	-3
Cc1nnc(NC(=O)c2ccc(S(=O)(=O)N3CCOCC3)cc2)s1	0	.	1	5	17	29	-6	13	-6
CC(=O)NC1Sc2ccccc2N=C1c1ccccc1 (centres undefined)	17	11	18	-2	0	6	-23	-13	-2
O=C(Cn1ccc2ccccc2c1=O)N1CCN(c2cccc(Cl)c2)CC1	6	5	-2	-1	0	-24	-8	2	0
CCC(=O)Nc1ccc2c(c1)ncn2C	4	2	-2	2	22	34	-8	-3	-8
CCOC(=O)C1CCN(C(C)=C2C(=O)c3ccccc3C2=O)CC1	-5	-2	4	4	1	10	0	0	-1
CCOC(=O)c1c(C)n(C)c2cc(OCCN(CC)CC)ccc12	-1	8	-1	4	1	5	-2	1	-4
Cc1nnc2c(NC3CCCC3)nc3ccccc3n12	-6	-6	-1	-2	-3	-4	-89	-4	-1
COc1ccccc1-n1c(C)nc2cc(C(=O)NCCN3CCOCC3)ccc21	-2	-1	-1	-5	20	-11	-17	-11	-6
CC(=O)Nc1ccc(N2CCCCC2)c(C(=O)Nc2cccc(C)c2)c1	1	-4	-6	-5	0	11	-8	-6	-5
CCCN(CCC)S(=O)(=O)c1ccc(NC(=O)Cc2cccs2)cc1	-2	9	0	-5	0	13	-19	-17	-4
OC1CCCN(Cc2ccc3c(c2)Cc2ccccc2-3)C1 (centres undefined)	5	6	-3	2	0	-47	4	-33	-2
C/C=C/C=N/NC(=O)CN(c1ccc(Br)cc1)S(=O)(=O)c1ccccc1	3	17	2	8	2	-2	.	-3	-10
SMILES	Runt-SMMHC FRET	NPY-Y1 antag	Runt-CBFb FRET	p97 ATPase inh	Hck Nef HTS	NPY1 pot ag	Mdm2 ligase inh	NPY-Y2 PAM-ag	RBBP9 inh
Nn1c(SCc2ccc(Br)cc2)nnc1-c1cccnc1	-1	.	0	7	10	15	-15	-18	-2
COc1ccc(-c2n[nH]c(=S)o2)c(OC)c1	8	2	13	-3	2	-13	-14	-14	-5
Cc1cccc(-n2ncc3c(NC4CCCCC4)ncnc32)c1	3	4	-3	2	1	-7	-25	16	-8
Cc1cccc(OCC(=O)Nc2nc3ccc([N+](=O)[O-])cc3s2)c1	0	-2	-1	1	2	-1	-3	2	6
Cc1c(C(C)C)c(=O)n(-c2ccc(S(=O)(=O)NC(C)C)cc2)n1C	-2	0	3	-3	13	-7	-12	-4	-6
CCC1CO/C(=C(\C(=C(Cl)Cl)N2CCOCC2)[N+](=O)[O-])N1 (centres undefined)	3	-3	0	5	18	14	-7	12	-10
CCOc1ccc(C(CC(=O)O)NC(=O)C23CC4CC(CC(C4)C2)C3)cc1 (centres undefined)	-6	7	-1	2	-5	-14	-18	-17	-4
Cc1ccc2oc(=O)c3cnn(CC(=O)N(CCC(C)C)Cc4ccco4)c3c2c1	2	1	-6	-1	1	-6	-2	-13	1
CC(Sc1nnc(-c2ccc(Cl)cc2Cl)n1Cc1ccccc1)C(=O)Nc1nccs1 (centres undefined)	-1	26*	.	0	1	10	0	-1	1
CCN(Cc1nc2ccccc2c(=O)[nH]1)Cc1nc2ccsc2c(=O)[nH]1	4	4	1	2	1	-15	-10	8	1
COc1ccc(C2CC(c3ccc(C)cc3)Nc3ncnn32)cc1 (centres undefined)	-1	4	1	0	0	-3	-2	9	-5
COc1ccccc1-n1c(SCC(=O)NC2CCS(=O)(=O)C2)nc2cc([N+](=O)[O-])ccc21 (centres undefined)	0	-1	-1	0	4	-9	-7	8	-8
CCCNC(=S)Nc1ccc(F)cc1F	-1	.	1	6	10	-1	-5	14	-2
CCOc1cccc(C(=O)Nc2nc(-c3ccc(S(=O)(=O)N4CCOCC4)cc3)cs2)c1	0	10	-2	-6	8	-18	-6	-15	-14
O=[N+]([O-])c1cc(Cc2ccccc2)cc(C=Nc2ccc(N3CCOCC3)cc2)c1O	-25	6	-17	2	31	-16	.	-7	-1

Compound profiles (already shown). Values in the order: Runt-SMMHC FRET | NPY-Y1 antag | Runt-CBFb FRET | p97 ATPase inh | Hck Nef HTS | NPY1 pot ag | Mdm2 ligase inh | NPY-Y2 PAM-ag | RBBP9 inh
COc1ccc(C2=NOC(C(=O)NCCCN3CCOCC3)C2)cc1 (centres undefined) reads -1 | -3 | -1 | 3 | -1 | -8 | 1 | 1 | -7
Nn1c(SCc2ccc(Br)cc2)nnc1-c1cccnc1 reads -1 | . | 0 | 7 | 10 | 15 | -15 | -18 | -2
Cc1cccc(OCC(=O)Nc2nc3ccc([N+](=O)[O-])cc3s2)c1 reads 0 | -2 | -1 | 1 | 2 | -1 | -3 | 2 | 6
COc1ccccc1-n1c(SCC(=O)NC2CCS(=O)(=O)C2)nc2cc([N+](=O)[O-])ccc21 (centres undefined) reads 0 | -1 | -1 | 0 | 4 | -9 | -7 | 8 | -8
COc1ccc(CC(NC(C)=O)C(=O)NC2CCN(c3nnnn3-c3ccccc3)CC2)cc1OC (centres undefined) reads . | -2 | . | 7 | 24 | 7 | -13 | -4 | 0
